thrombin 1536 – human alpha-thrombin inhibitors, primary screen, counter-screen for coagulation protease inhibitor project, biochemical, 1536-well, fluorogenic AMC substrate; hit rate 0.26% among 220,000; inhibition, % at 5 µM; Prothrombin (Homo sapiens), P00734; Boc-VPR-AMC fluorogenic substrate cleavage;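 active = inhibition at or above 40%; inactive = inhibition below 40%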;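 note: 0% = enzyme with no compound and 100% = wells without enzyme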
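Material: human alpha-thrombin protein. Incubation: reaction at ambient temperature. Technique: fluorescence of released AMC, ex 355 nm, em 460 nm. Control set: no-compound enzyme wells and no-enzyme blanks. Also added: Boc-VPR-AMC substrate, 15 µM final. Buffer or medium: pH 7.5 Tris (50 mM) with NaCl 150 mM, Tween 20 0.05%.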
FXIa inh 1536 – human FXIa protease inhibitors, primary screen, biochemical, 1536-well. Coagulation factor XI (Homo sapiens), P03951. purified FXIa, Boc-Glu-Ala-Arg-AMC fluorogenic substrate. inhibition, % at 5 µM. hit rate 0.14% among 220,000. AID 798, 2007;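 active = inhibition of at least 40%; inactive = inhibition below 40%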;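 note: fluorescence of freed AMC excited at 355 nm; 0% = enzyme without compound and 100% = no enzyme blank; many of its hits are not listed in these tables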
Hck Nef HTS – inhibitors of Nef-activated human Hck kinase, primary screen, biochemical, Z-Lyte FRET, 384-well, Hck-YEEI | Tyrosine-protein kinase HCK (Homo sapiens), P08631 | Recombinant Hck-YEEI plus Nef, Z-Lyte FRET kinase assay | inhibition, % at 20 µM | hit rate 0.68% among 220,000 | AID 463187, 2010;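 active = Hck-Nef kinase inhibition above about 50%, limit read from the data; inactive = inhibition below that limit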;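 note: 0% = DMSO with Hck plus Nef and 100% = Hck alone without Nef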
Rad51 HR inh – human RAD51 strand exchange inhibitors, primary screen, biochemical, fluorescence | hit rate 0.085% among 200,000 | hRad51 DNA strand exchange, fluorescence dequenching | inhibition, % at 10 µM | DNA repair protein RAD51 homolog 1 (Homo sapiens), Q06609;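 active = inhibition above 40% at the single screening dose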;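 note: 0% = DMSO control wells and 100% = blanks with heterologous ssDNA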
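Test system: preformed human Rad51 ssDNA filaments. Compound dosing: single dose, 10 µM final compound. Incubation: filaments 15 min 37 °C, then compound 30 min. Technique: FRET fluorescence dequenching, excitation 485 nm, emission 520 nm. Read-out basis: percent inhibition from fluorescence, normalised to plate control and blank means. Benchmarks: plate controls and plate blanks.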
KCC2 mod – KCC2 cotransporter modulators, thallium flux, primary screen, cell-based, HEK293 KCC2, FluoZin-2 fluorescence, MLSMR. hit rate 2.2% among 190,000. Solute carrier family 12 member 5 (Homo sapiens), Q9H2X9. AID 1456, 2008. B-score of Tl+ flux slope (higher = more flux/activation; lower = inhibition) at 10 µM. KCC2 cells, thallium flux FluoZin-2 fluorescence;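 active = thallium flux slope and its plate-corrected score both differing from the plate sample mean at a set confidence after two filtering rounds, in either direction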;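 note: slope of fluorescence scaled to starting intensity during 10 to 20 s after thallium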
Target sequence (Q9H2X9 whole entry, looked up): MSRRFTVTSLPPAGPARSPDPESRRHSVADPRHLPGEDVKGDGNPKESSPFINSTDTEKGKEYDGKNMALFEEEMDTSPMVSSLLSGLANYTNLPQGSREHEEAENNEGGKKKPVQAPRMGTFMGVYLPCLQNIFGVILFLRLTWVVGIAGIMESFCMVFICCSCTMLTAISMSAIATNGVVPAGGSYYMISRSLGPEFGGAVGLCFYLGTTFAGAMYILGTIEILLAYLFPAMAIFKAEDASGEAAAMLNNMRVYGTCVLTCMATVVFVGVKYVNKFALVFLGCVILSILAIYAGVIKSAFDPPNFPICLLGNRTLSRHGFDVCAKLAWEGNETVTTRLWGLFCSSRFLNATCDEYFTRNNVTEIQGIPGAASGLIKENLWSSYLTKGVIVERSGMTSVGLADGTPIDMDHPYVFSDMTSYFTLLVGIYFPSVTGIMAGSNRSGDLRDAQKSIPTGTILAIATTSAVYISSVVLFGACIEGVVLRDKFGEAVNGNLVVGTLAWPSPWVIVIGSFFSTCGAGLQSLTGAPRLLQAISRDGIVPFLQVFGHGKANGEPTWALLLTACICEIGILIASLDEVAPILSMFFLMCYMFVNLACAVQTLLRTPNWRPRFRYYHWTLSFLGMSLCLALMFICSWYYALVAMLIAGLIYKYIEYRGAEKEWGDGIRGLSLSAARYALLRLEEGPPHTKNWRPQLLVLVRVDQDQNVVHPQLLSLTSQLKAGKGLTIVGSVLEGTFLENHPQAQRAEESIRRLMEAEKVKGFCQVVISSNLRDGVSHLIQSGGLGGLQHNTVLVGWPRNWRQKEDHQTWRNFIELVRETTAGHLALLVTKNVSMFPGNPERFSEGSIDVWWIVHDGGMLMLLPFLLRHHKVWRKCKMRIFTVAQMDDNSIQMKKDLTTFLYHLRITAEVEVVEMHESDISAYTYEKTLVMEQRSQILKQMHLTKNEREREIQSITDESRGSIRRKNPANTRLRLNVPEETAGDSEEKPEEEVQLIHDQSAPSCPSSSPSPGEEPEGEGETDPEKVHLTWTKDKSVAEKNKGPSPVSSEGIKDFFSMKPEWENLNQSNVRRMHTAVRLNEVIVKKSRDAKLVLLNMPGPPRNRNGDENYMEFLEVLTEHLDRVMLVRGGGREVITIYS
TNF death inh – inhibitors of TNF-alpha triggered necroptosis, primary screen, cell-based, Jurkat FADD-/-, single concentration; hit rate 0.068% among 220,000; Jurkat FADD-/- TNF necroptosis rescue, ATP luminescence, 24 h; 0 = TNF only, 100 = no-TNF cells; activation (protection from cell death), % at 10 µM;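 active = activation, meaning protection from cell death, of at least 50% relative to plate controls; inactive = activation below 50%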;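 note: necroptosis triggered by 40 ng/mL TNF-alpha added together with compound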
hK5 inh – human KLK5 protease inhibitors, primary screen, biochemical, 1536-well. recombinant hK5, fluorogenic AMC substrate cleavage. inhibition, % at 5 µM. hit rate 0.59% among 210,000. AID 873, 2007;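 active = inhibition of 40% or more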;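 note: 0% = enzyme controls without compound and 100% = no-enzyme blanks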
zVAD death inh – inhibitors of zVAD-triggered necroptosis, primary screen, L929 cells; L929 zVAD necroptosis rescue, ATP luminescence, 24 h; with zVAD 60 µM; viability rescue, % at 10 µM; hit rate 0.38% among 220,000; AID 1377, 2008;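 active = activation, scaled between plate controls, above about 75%, limit read from the data; inactive = activation under that limit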;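 note: 0% = zVAD with DMSO and 100% = DMSO alone without zVAD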
FXIIa inh – human FXIIa protease inhibitors, primary screen, biochemical, 1536-well; hit rate 0.3% among 220,000; purified FXIIa, Boc-QGR-AMC fluorogenic substrate, 2 h; Coagulation factor XII (Homo sapiens), P00748; inhibition, % at 5 µM; in the data active = inhibition above about 40%;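 note: 0% = enzyme with no compound and 100% = blank without enzyme; many of its hits are not listed in these tables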
* = called active by the depositor; x = no result given. Not all compounds are listed. The share of hits here may be higher or lower than overall.

entry	compound	TNF death inh	thrombin 1536	FXIIa inh	KCC2 mod	Rad51 HR inh	hK5 inh	FXIa inh 1536	Hck Nef HTS	zVAD death inh
1	COCCNC(=O)c1c[nH]n2c(=O)cc(C3CCN(C(=O)OC(C)(C)C)CC3)nc12	1.6	-8.6	9.1	-0.624	-1.9	-14.4	-0.8	1.3	1.2
2	Cc1cc(NC(=O)CN2C(=O)NC(C)(CCc3ccccc3)C2=O)no1 (stereo not drawn)	1.1	-1.7	7.6	-0.126	7.4	8.9	14.4	24.1	6.0
3	N#CCSc1nnc(Cc2cccs2)n1C1CCCCC1	-2.6	-3.2	4.5	-0.0349	-6.0	3.5	-5.2	1.5	0.2
4	Cc1nnc(NC(=O)c2ccccc2C(=O)O)s1	-0.9	2.3	5.2	0.577	3.4	-6.3	0.2	-16.2	-0.2
5	O=C(NNS(=O)(=O)c1ccccc1)C1CCN(S(=O)(=O)c2ccc(Cl)cc2)CC1	-2.5	-2.9	-2.5	x	1.5	8.6	-8.9	-0.5	-0.1
6	Cc1cc2oc(=O)cc(CN3CCC(C)CC3)c2c(C)c1Cl	0.8	-1.6	16.0	-0.0844	2.2	-3.6	2.2	-0.1	-0.1
7	CC(C)N(CC#CC(O)(c1ccccc1)c1ccccc1)CCO	1.1	-1.4	7.4	0.421	4.0	5.3	2.5	1.1	-0.1
8	O=C(NNS(=O)(=O)c1ccc([N+](=O)[O-])cc1)c1cnn(-c2ccccc2)c1-n1cccc1	-1.1	-0.1	-6.3	x	-3.7	11.3	-10.2	-0.8	-0.1
9	O=C(/C=C(/c1ccc(Cl)cc1)n1cncn1)c1ccccc1	-2.3	0.6	13.2	0.74	x	11.2	24.9	2.4	x
10	Cc1cc(C)cc(NC(=O)c2cccn2-c2ncc(C(F)(F)F)cc2Cl)c1	-2.3	2.9	17.6	x	1.4	-14.9	3.2	1.4	0.1
11	CCOC(=O)CC1C(C(=O)OCC)ON2OC(C(=O)OC)C(C(=O)OCC)C12 (stereo not drawn)	-0.9	-2.0	10.8	x	5.0	5.7	-25.1	-2.0	0.3
12	CS(=O)(=O)N(CCc1ccccc1)CC(=O)NCc1cccnc1	-0.1	-3.3	-1.3	0.806	x	-32.2	-10.2	18.4	0.2
13	C/C(=N\NS(=O)(=O)c1cccc([N+](=O)[O-])c1)c1cccnc1	0.0	-10.9	10.1	0.209	-43.8	-12.0	-5.5	21.8	6.3
14	Cc1onc(-c2ccccc2)c1C(=O)N/N=C/c1ccc([N+](=O)[O-])s1	-15.2	-3.5	1.2	-0.608	0.8	-11.0	6.4	4.5	5.8
15	CCOC(=O)C(NC(C)=O)(Nc1ccc(S(=O)(=O)Nc2cc(C)on2)cc1)C(F)(F)F (stereo not drawn)	0.8	0.8	5.9	0.0165	40.9*	-8.2	3.1	-7.1	1.2
16	O=C(O)Cn1cc2c(n1)CCCC2	-0.9	-1.7	12.2	1.27	x	4.1	4.3	-0.9	0.0
17	Cc1ccc(COc2cccc3c2CCN(Cc2ccc(F)cc2)C3=O)cc1	-2.3	-6.1	7.5	-0.211	-0.3	-1.0	2.2	1.4	0.8
18	CCC(C)Nc1nc2c(C)cccn2c(=O)c1C=Nc1ccc(OC)cc1 (stereo not drawn)	-0.3	7.4	7.5	x	0.4	19.2	-0.6	28.7	1.3
19	Cn1c(SCC(=O)Nc2cccc(F)c2)nnc1-c1cccnc1	1.3	-2.8	15.8	0.122	3.8	-1.8	3.9	0.0	0.2
20	O=C(NNC1=NC2(CCCC2)Cc2ccccc21)c1cccnc1	-0.1	-1.4	1.7	-0.156	11.7	-5.9	-1.4	8.1	1.3
21	CC1CCC2(CC1)NC(=O)N(Cc1nc(-c3ccccc3)no1)C2=O (stereo not drawn)	-2.0	1.5	13.7	0.252	5.2	-12.8	1.1	2.6	0.3
22	O=C(C(Sc1ccccc1)c1ccccc1)N1CCOCC1 (stereo not drawn)	-1.0	-15.8	10.9	0.234	-6.9	-15.2	6.0	2.2	0.3
23	Cc1cc(C2=NNC(=NC3CC3)SC2)c(C)n1-c1ccccc1F	-1.0	-6.8	4.4	0.265	-3.4	-17.1	7.0	7.9	-0.3
24	CCOc1ccccc1NC(=O)Cc1coc2cc(C)ccc12	0.1	-2.4	11.5	-1.32	8.5	0.2	-1.9	7.8	0.4
25	O=C(CSc1nnc2n(C3CCCC3)c(=O)c3ccccc3n12)N1CCCCCC1	-4.6	3.0	11.8	x	-2.2	-8.3	6.0	0.6	0.4
26	COc1ccc(-c2[nH]ncc2N=Nc2cc(C)cc(C)c2)cc1	-4.6	-10.1	11.3	0.722	-2.2	25.1	13.5	24.8	11.0
27	COC(=O)c1c(NC(=O)c2ccco2)sc(C(=O)N2CCCC2)c1C	-4.1	-10.1	6.4	-0.121	1.6	-12.2	-6.8	1.9	0.8
28	O=C(NCC(=O)N1CCN(S(=O)(=O)/C=C/c2ccccc2)CC1)c1ccc(Cl)cc1	0.9	2.3	12.9	0.479	x	3.9	2.3	32.5	-0.8
29	O=C(CSc1nnc(C2COc3ccccc3O2)o1)Nc1nccs1 (stereo not drawn)	2.1	-2.1	9.8	-0.0738	-4.3	-52.7	3.0	-2.1	2.2
30	CN1CCOCCOCCN(C)C(=O)N2CCOCCOCCN(CCOCC2)C1=O	0.0	4.3	13.8	x	10.6	4.1	4.3	0.9	0.2

Among those listed so far, these contain a CF3 group.
entry	compound	TNF death inh	thrombin 1536	FXIIa inh	KCC2 mod	Rad51 HR inh	hK5 inh	FXIa inh 1536	Hck Nef HTS	zVAD death inh
10	Cc1cc(C)cc(NC(=O)c2cccn2-c2ncc(C(F)(F)F)cc2Cl)c1	-2.3	2.9	17.6	x	1.4	-14.9	3.2	1.4	0.1
15	CCOC(=O)C(NC(C)=O)(Nc1ccc(S(=O)(=O)Nc2cc(C)on2)cc1)C(F)(F)F (stereo not drawn)	0.8	0.8	5.9	0.0165	40.9*	-8.2	3.1	-7.1	1.2

Further structures follow:
entry	compound	TNF death inh	thrombin 1536	FXIIa inh	KCC2 mod	Rad51 HR inh	hK5 inh	FXIa inh 1536	Hck Nef HTS	zVAD death inh
31	CCOC(=O)NCc1ccc(S(=O)(=O)Nc2ccccc2C)cc1	-1.3	-5.4	-9.0	-0.508	-0.6	-26.8	-14.5	1.0	-0.2
32	Cc1ccccc1NC(=O)Nc1ccccc1Br	-4.5	46.9*	15.7	1.31	8.7	21.8	17.3	-1.3	-0.1
33	CCC(=O)c1ccc(OC(=O)c2cnccn2)cc1	-0.6	3.0	11.6	0.917	0.8	-2.3	3.2	20.3	-0.1
34	COc1ccc(N2CC(C(=O)NCCC3=CCCCC3)CC2=O)cc1 (stereo not drawn)	0.8	-2.0	4.9	x	-1.9	3.7	8.4	0.0	0.2
35	COC(=O)C(C(=O)Nc1ncccn1)C1CCCCCC1 (stereo not drawn)	-1.2	-6.1	-4.2	0.088	-0.7	13.9	2.3	-0.4	-0.5
36	COc1ccccc1CC(=O)O/N=C(\N)Cc1cccc2ccccc12	-3.1	2.9	23.9	-0.434	-8.9	-1.1	5.5	-1.4	-0.2
37	COc1ccc(/C=C(\C#N)C(=O)OCC(=O)Nc2c(C)cccc2C)cc1	1.9	-1.8	6.5	0.374	-4.7	-22.4	1.4	7.1	2.0
38	C=CCn1c(=S)[nH]c2nc3c(cc2c1=O)COC(C)(C)C3	-0.4	-2.6	0.7	3.61*	-0.4	3.1	-1.5	-1.7	-0.1
39	CCOC(=O)c1c(N)c2cc([N+](=O)[O-])cnc2n1C	2.5	-7.8	-1.4	0.462	9.8	0.4	-3.3	5.0	0.3
40	COc1ccccc1N1CCN(c2nc(N)c(C#N)c(CC#N)c2C#N)CC1	-3.8	3.8	16.9	x	-6.5	-4.2	3.2	1.4	1.0
41	CCCN1C2CCCC1CC(NC(=S)Nc1cc(C)ccc1C)C2 (stereo not drawn)	-5.2	-0.5	9.9	0.224	-7.7	-11.0	-0.1	-0.1	-0.4
42	Cc1cccc(CSC2=CS(=O)(=O)c3ccccc3N2)c1	-4.2	-4.3	1.9	-3.16	4.9	4.2	-4.0	1.2	-0.2
43	C/C(=N\NC(=O)Cc1ccccc1)c1cccs1	-2.9	2.3	13.0	0.0312	-6.2	-11.4	4.5	1.4	0.1
44	COC(=O)c1ccc(Cl)c(NC(=O)c2cccc([N+](=O)[O-])c2C)c1	0.1	-3.9	12.5	0.579	7.2	1.2	-3.3	10.3	0.1
45	CCOc1ccc(C(=O)OCC(=O)Nc2ccc(SC(F)F)cc2)cc1OCC	2.3	-1.0	13.7	0.334	-4.1	-9.9	3.8	2.8	x
46	CCc1ccc(Nc2nnc(SCC(=O)N(C)C3CCS(=O)(=O)C3)s2)cc1 (stereo not drawn)	-4.9	-1.4	5.7	-3.21	-2.5	4.1	8.7	5.5	0.1
47	CC(CC(=O)O)CC1=NS(=O)(=O)c2ccccc2N1 (stereo not drawn)	0.8	-5.2	2.1	0.758	4.6	-0.9	-9.7	-2.3	2.7
48	Cc1csc(/C(=N\O)c2csc(C)n2)n1	-3.3	4.4	8.4	0.173	0.9	7.5	6.9	-1.7	-0.1
49	Cc1cc(C)nc(NS(=O)(=O)c2ccc(CC(C)C)cc2)c1	-0.7	1.5	7.8	0.825	7.8	0.9	0.6	8.6	0.2
50	CCOC(=O)c1ccc(-n2c(O)c(/C=N/NC(=O)C3COc4ccccc4O3)c3ccccc3c2=O)cc1 (stereo not drawn)	1.8	-15.2	8.5	-2.45	4.1	-5.8	8.7	4.9	1.9
51	CCN1CCN(C(=O)c2cn(CCOC)c(=O)c3c2c2ccccc2n3C)CC1	0.8	1.7	23.8	-0.642	6.4	-31.7	7.3	7.6	0.0
52	O=C(Nc1cc(C(F)(F)F)ccc1Cl)c1cc(C2CC2)on1	8.2	-2.8	6.0	0.198	-5.3	-19.2	0.8	5.5	0.8
53	Cc1onc(-c2ccccc2)c1C(=O)N/N=C/c1ccco1	0.0	-9.9	1.2	-0.806	-12.2	11.8	-16.1	-8.1	-0.1
54	COc1cccc(C2CC(c3ccccc3Cl)n3nnnc3N2)c1 (stereo not drawn)	-0.4	0.6	13.8	0.364	-8.3	0.5	17.4	-7.6	-0.4
55	c1ccc(N2CCN(c3ccccc3)C2c2cccnc2)cc1	-2.0	-5.3	-0.4	0.217	-2.9	-15.8	-3.0	5.6	-0.7
56	COc1ccc(-c2ccc(SCC(=O)c3ccccc3)nn2)cc1OC	-0.8	-3.3	6.9	-0.974	x	-5.4	0.5	6.1	1.1

Screening results from PubChem.
